Compound activity deposited in PubChem BioAssay by National Center for Advancing Translational Sciences (NCATS).
AID inhibitor = blocks human AID cytidine deaminase activity; Q9GZX7; AID deamination FRET fluorescence, UDG-coupled, 4 h; Potency, µM (titrated, usually from 115 µM), inactives show at the highest dose activity change, negative = inhibition, hits mostly inhibitors; actives 0.32% (n = 91,000); AID 1347428; note: nearly all actives have a fitted effect of over 25% in size
Target sequence (Q9GZX7 whole entry, looked up): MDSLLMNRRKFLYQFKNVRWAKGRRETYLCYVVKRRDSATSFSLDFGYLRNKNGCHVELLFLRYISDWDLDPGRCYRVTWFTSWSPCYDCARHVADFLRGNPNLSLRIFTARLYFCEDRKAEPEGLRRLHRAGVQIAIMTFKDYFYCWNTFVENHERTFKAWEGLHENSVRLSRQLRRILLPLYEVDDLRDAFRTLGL
UDG counter = counter-screen for AID inhibitors: uracil-DNA glycosylase inhibition; FRET deamination/UDG coupled assay, UDG read, 4 h; Potency, µM (series often up to 115 µM), for inactives: at the highest dose activity change, negative = inhibition, usual class: inhibitors; actives 0.14% (n = 91,000); AID 1347430; note: nearly all actives have a fitted effect of over 65% in size
Starred values were filed as active, the others as inactive; ? = inconclusive; & = joins results of further samples; [ ] = remark or other dose. Calls come from the whole dose curve; as a rule, active = well fitted curve in the direction sought with a large enough effect; inconclusive = small, poorly fitted or top-dose-only effect, or another doubt; inactive = no such curve, though single readings can be large; an effect the other way counts as inactive or inconclusive. % is set by controls: 0 for no effect and ±100 for the full control effect; potency is the fitted concentration of half-maximal effect. The list is partial, so the mix of outcomes need not match the whole.

SMILES	AID inhibitor	UDG counter
CC(=O)Nc1c(C)nn(-c2ccccc2)c1N1CCC(C(=O)Nc2cc(Cl)ccc2C)CC1	7%	-6%
COc1ccc(-c2noc(CC(=O)N(C)c3cc(Cl)c(OC)cc3OC)n2)cc1	?	-24%
Cc1nn(-c2ccc3nnc(C)n3n2)c2c1C(c1ccc(OCC(C)C)cc1)CC(=O)N2 (configuration not stated)	?	7%
COc1cc(C(=O)Oc2ccc(C(C)=O)cc2)ccc1C	12%	-7%
CCCCOc1ccc(Cn2c(=O)oc3ccccc32)cc1	27%	-7%[57.5 µM]
COc1ccccc1NC(=O)Cn1nnc(C(=O)NCc2ccc3c(c2)OCO3)c1N	-22%	-12%
Cc1ccc(-n2ncc(C(=O)NCc3ccccn3)c2C2CCN(C(=O)OC(C)(C)C)CC2)cc1C	-19%	48%[activator]
O=C(c1ccc2c(c1)N(Cc1ccccc1F)C(=O)c1ccccc1S2(=O)=O)N1CCc2ccccc21	62%[activator]	-3%
CC(c1ccc(F)cc1)N(C)C(=O)c1ccc(S(=O)(=O)N(C)C)cc1 (configuration not stated)	-2%	2%
CCc1ccccc1N(C(C)=O)c1nc(COc2ccc(Cl)cc2C(N)=O)cs1	?	-5%
N#CC1=C(N)OC2=C(C(=O)CC(c3ccccc3)C2)C1Cc1ccccc1 (configuration not stated)	5%	5%
Nc1nc(NCc2ccccc2)sc1C(=O)c1ccc(F)cc1	-1%	-5%
COc1ccc(OC)c(S(=O)(=O)N2CCN(Cc3ccc(C(F)(F)F)cc3)CC2)c1	-19%	-13%
COc1ccc(NC(=O)c2sc3nc4c(cc3c2N)CN(C(C)C)CC4)c(OC)c1	-32%	-16%[57.5 µM]
CCOC(=O)C(NC(=O)/C=C/c1ccc(OC(C)C)c(OC)c1)C(=O)OCC	-3%	3%
O=C(O)C1CCCN(C(=O)c2ccc(C(F)(F)F)cc2)C1 (configuration not stated)	6%	-1%
COc1ccc(-c2c3c(=O)n(C)c(=O)n(C)c3c3c(-c4cccc(C)c4)nc4ccccc4n23)cc1	?	-5%[57.5 µM]
O=C(O)/C=C/c1ccsc1	0%	4%
Cc1cc(C)c(/C=C/C(=O)Nc2sccc2C#N)cc1C	11%	1%
CCN(CC)c1ccc(C(=O)NNC(=S)NCCOC)cc1	-4%	4%
COC(=O)c1scc(-c2ccc(C)cc2)c1S(=O)(=O)N1CCN(c2ccc(OC)cc2)CC1	-7%	41%[activator]
Cc1cc(C)nc(NS(=O)(=O)c2ccc(NC(=O)c3nc(SC(C)C)ncc3Cl)cc2)n1	?	-9%
Oc1ccc(CSc2nc3ccccc3s2)c2cccnc12	3%	2%
O=C(CC(c1cccs1)N1Cc2ccccc2C1=O)Nc1ccc(F)c(F)c1 (configuration not stated)	2%	4%
COc1cc(C(=O)NCc2ccc3c(c2)CCN3C(=O)c2ccncc2)cc(OC)c1OC	5%	1%
COc1ccccc1N1CCN(C(=O)c2cc3ccc4ccc(C)[nH]c4c3n2)CC1	?	-8%
CCOc1ccc(/C=C/C(=O)c2cccc(C#N)c2)cc1OC	-7%	-5%
Cc1cccc(C(=O)Nc2sc3c(c2C(=O)NCc2ccccc2)CCC3)c1	-9%	-6%
CC(=O)Nc1ccc(C)cc1-c1nc2ccccc2n(Cc2cccc(Br)c2)c1=O	-1%	?
CN(C)CCCn1c(-c2cccc(OC(F)(F)C(F)F)c2)n[nH]c1=S	3%	-5%

3 entries already listed, arranged by length of the SMILES, high to low.
SMILES	AID inhibitor	UDG counter
Cc1cc(C)c(/C=C/C(=O)Nc2sccc2C#N)cc1C	11%	1%
COc1cc(C(=O)Oc2ccc(C(C)=O)cc2)ccc1C	12%	-7%
Oc1ccc(CSc2nc3ccccc3s2)c2cccnc12	3%	2%

The main list resumes with the six entries that preceded the break.
SMILES	AID inhibitor	UDG counter
COc1cc(C(=O)NCc2ccc3c(c2)CCN3C(=O)c2ccncc2)cc(OC)c1OC	5%	1%
COc1ccccc1N1CCN(C(=O)c2cc3ccc4ccc(C)[nH]c4c3n2)CC1	?	-8%
CCOc1ccc(/C=C/C(=O)c2cccc(C#N)c2)cc1OC	-7%	-5%
Cc1cccc(C(=O)Nc2sc3c(c2C(=O)NCc2ccccc2)CCC3)c1	-9%	-6%
CC(=O)Nc1ccc(C)cc1-c1nc2ccccc2n(Cc2cccc(Br)c2)c1=O	-1%	?
CN(C)CCCn1c(-c2cccc(OC(F)(F)C(F)F)c2)n[nH]c1=S	3%	-5%
CCN(C(=O)Nc1cn(CC(C)C)c(=O)c2ccccc12)c1cc(C)ccc1C	86%[activator]	-1%
COc1ccc(-c2cc(C(=O)Nc3c(C(=O)c4ccc(C)cc4)oc4ccccc34)no2)cc1	0%	2%[57.5 µM]
Cc1cc(O)c(C(c2ccccc2)N2CCN(c3ccccc3)CC2)c(=O)n1Cc1ccco1 (configuration not stated)	6%	11%
NC(=O)NC(CC(=O)NC(Cc1ccccc1)c1ccccc1)c1ccccc1 (configuration not stated)	-10%	-8%
COc1cc(/C=N/O)ccc1OCC(=O)Nc1c(C)cc(C)cc1C	-4%	-6%
CCOC(=O)c1c(-c2ccc(C)cc2)csc1NC(=O)c1cc(=O)c2cc(C)cc(C)c2o1	-16%	?
Cc1ccc(-n2nc(C(=O)N3CCN(c4ccccc4F)CC3)c(=O)n(C)c2=O)cc1	-12%	-1%
COc1ccc2cnn(CC(=O)N3CCN(c4ccccc4F)CC3)c(=O)c2c1OC	2%	3%
Cc1c(C(=O)N(C)C)sc2c1c(=O)n(-c1ccc(Cl)c(Cl)c1)c(=O)n2CC(=O)Nc1cccc(C(F)(F)F)c1	4%	4%[57.5 µM]
CCCOc1ccc2c(=O)c(-c3cc(C(=O)OC)oc3C)c(C)oc2c1	-13%	1%
COC(=O)c1ccc(NC(=O)c2c(NCc3ccc(C)o3)sc3c2CCCC3)cc1	13%	-4%
CCOc1ccc(OCC)c(NC(=O)c2c(C)nn(-c3ccccc3)c2-n2cccc2)c1	-26%	-25%
CC1(C)CC(=O)C2=C(C1)OC(N)=C(C#N)C2c1cccc2ccccc12 (configuration not stated)	4%	4%
COc1cc(NC(=O)CSc2nc(-c3ccccc3)no2)cc(OC)c1	2%	-3%
CCN(CC)c1ccc2cc(-c3nc(-c4ccccc4F)no3)c(=O)oc2c1	1%	7%

Quoted from the listing.
Reading of COc1ccc2cnn(CC(=O)N3CCN(c4ccccc4F)CC3)c(=O)c2c1OC under AID inhibitor: 2%
Reading of Cc1cc(O)c(C(c2ccccc2)N2CCN(c3ccccc3)CC2)c(=O)n1Cc1ccco1 (configuration not stated) under UDG counter: 11%
Reading of CCN(CC)c1ccc2cc(-c3nc(-c4ccccc4F)no3)c(=O)oc2c1 under AID inhibitor: 1%
Reading of COc1cc(/C=N/O)ccc1OCC(=O)Nc1c(C)cc(C)cc1C under UDG counter: -6%

Additional structures
SMILES	AID inhibitor	UDG counter
CS(=O)(=O)N(CC(=O)Nc1ccc(Br)cc1)c1ccccc1Br	-4%	2%
CCCC(=O)Nc1oc2c(C)cccc2c(=O)c1-c1ccc2c(c1)OCO2	-2%	1%
C#CC[N+](C)(C)CCN1C(=O)C2C3C=CC(C3)C2C1=O (configuration not stated)	-3%	1%
N#Cc1nc(Cc2ccccc2)oc1NCc1ccc(Cl)cc1	-17%	-8%
COc1cc2ncn(CCC(=O)N3CCSCC3)c(=O)c2cc1OC	1%	-1%
COc1cccc(CNC(=O)c2cccn2-c2nnc(N3CCCC3)s2)c1	-3%	-8%
CCOC(=O)/C(C#N)=C/c1ccc(-c2ccccc2)o1	18%	-8%
O=C(NCc1ccc2c(c1)CCN2C(=O)c1ccccc1)c1cc2ccccc2[nH]1	-8%	0%
CCn1cc(C(=O)O)c(=O)c2cc3c(cc21)OCO3	6%	5%
COc1ccccc1CC(=O)N(Cc1ccsc1)C1CC1	-6%	-2%
O=C(Cn1ncc2c3ccccc3n(Cc3ccccc3)c2c1=O)NCCCN1CCCCC1	-15%	-10%[57.5 µM]
Cc1cc(C)n2nc(N(Cc3ccc(C#N)cc3)S(=O)(=O)c3ccc(Cl)cc3)nc2n1	-14%	-4%
O=C(NCc1cccc(Cl)c1)c1cc2c(s1)-c1ccccc1OC2	-15%	11%
CC(NS(=O)(=O)Cc1ccc(F)cc1)c1cccs1 (configuration not stated)	2%	3%
CCN1CCN(c2oc(/C=C/c3ccccc3)nc2C#N)CC1	-11%	-7%
COc1ccc(CNC(=O)c2cc3cc(S(=O)(=O)N4CCCCC4)ccc3n2C)c(OC)c1	-16%	-13%
O=C(c1ccc2c(c1)N(Cc1ccccc1F)C(=O)c1ccccc1S2=O)N1CCOCC1 (configuration not stated)	-4%&13%	-2%&-3%
Cc1ccc(C(=O)N2CCc3cc(CNC(=O)CCc4ccccc4)ccc32)cc1	-5%	-15%
CCN(CC)c1ccc(-c2nnc(SCc3ncc(-c4ccccc4)o3)o2)cc1	-15%	-7%
CCOc1ccc(C(=O)c2cn(CC(=O)Nc3ccc(Cl)cc3)c3cc4c(cc3c2=O)OCO4)cc1	-19%	-13%
c1ccc(-c2nc(C34CC5CC(CC(C5)C3)C4)co2)cc1	-8%	-4%
CCn1c(=O)c2sccc2n2c(CCCC(=O)Nc3ccc(C)cc3)nnc12	1%	9%
COCCCNC(=O)C1CCN(C(=O)c2cnn(-c3ccccc3)c2-n2cccc2)CC1	2%	6%
Cc1csc2nc(COc3ccc(NC(=O)C(C)C)cc3)cc(=O)n12	31%[activator]	1%
O=C(CSc1oc(-c2ccc(F)cc2)nc1S(=O)(=O)c1ccccc1)c1ccc(Cl)cc1	1%	-19%
CN(C)S(=O)(=O)c1ccc2c(c1)c(=O)c(C(=O)N1CCN(c3cccc(Cl)c3)CC1)cn2C	-27%	-17%
CC(NC(=O)C1CCN(S(=O)(=O)Cc2ccccc2)CC1)c1ccccc1 (configuration not stated)	4%	38%[activator]
COc1cc(Cl)c(NC(=O)c2cc3ccccn3n2)c(OC)c1	8%	6%
COc1cccc(C(=O)/C(=C/c2cccnc2)c2nc3ccccc3o2)c1	-17%	31%[activator]
Cc1cc(C)c(Cn2c(=O)n(Cc3ccccc3)c(=O)c3c(C)c(C)sc32)c(C)c1	0%	-2%
COc1ccc(-c2nc3cc(NC(=O)COc4ccc(C)c(C)c4)ccc3o2)cc1	9%	?
NC(=O)c1ccccc1OCc1coc(-c2ccccc2)n1	-5%	5%
CC(C)c1ccc(NC(=O)Cc2c[nH]c3ccccc23)cc1	-14%	-5%
O=C(O)CSCC(=O)N1CCOCC1	2%	0%
CN(C)S(=O)(=O)c1ccc(NC(=O)CN2CCN(c3ccccc3O)CC2)cc1	-6%	-13%
Cc1nc2sc(C#N)c(N)c2c(C)c1C	-1%	-1%
O=S1(=O)c2ccccc2N(Cc2ccccc2F)c2ccccc21	-5%	-5%
COCCCNC(=O)c1cccc(C#N)c1	1%	4%
O=C(O)CCc1ccc(S(=O)(=O)NCCc2ccc(Cl)cc2)cc1	-1%	1%
Cc1ccc(S(=O)(=O)N(CC(=O)N2CCc3ccccc3C2)Cc2ccc(Cl)cc2)cc1	-21%	-11%
CCN1CCC[C@H]1CNC(=O)c1cc(S(N)(=O)=O)ccc1OC	1%	-3%
CCCCCOc1ccc(C2c3c(oc4ccccc4c3=O)C(=O)N2c2nc(C)c(C)s2)cc1OCC (configuration not stated)	40%[activator][57.5 µM]	9%[57.5 µM]
CC(NC(=O)c1ccc2c(c1)sc1nc(-c3ccc(F)cc3)cn12)C12CC3CC(CC(C3)C1)C2 (configuration not stated)	-7%&3%	4%
Cc1ccc(NC(=O)CCc2nc3cc(Cl)ccc3n(Cc3ccccc3)c2=O)cc1	-5%	3%
O=C(O)C(F)(F)c1ccc(F)cc1	2%	-1%
CN(CCN(C)C1CCCCC1)C(=O)c1cc2ccccc2oc1=O	-6%	12%
O=C(Cn1nnc(-c2cccc(C(F)(F)F)c2)n1)c1c[nH]c2ccccc12	-3%	-14%
CCn1c(SCC(=O)Nc2ccccc2C(=O)OC)nc2ccsc2c1=O	15%	4%[57.5 µM]
Clc1ccc(-c2noc(C3CCCCC3)n2)cc1	-3%	4%
CSc1ccc(Sc2ccc(SC)cc2)cc1	-6%	-11%
O=C(O)CC1(CC(=O)N2CCN(C(=O)CC3(CC(=O)O)CCCCC3)CC2)CCCCC1	1%	-3%
CCN(CC)S(=O)(=O)c1ccc(-c2csc(-c3cccc(OC)c3OC)n2)cc1	-11%	-3%
Cc1c(C(=O)NCc2ccccc2)sc2nc3n(c(=O)c12)CCCCC3	-2%	5%
CCOc1cccc2cc(C(=O)NCCOC)c(=O)oc12	7%	-3%
COc1ccc(-c2nnc(SCC(=O)Nc3cc(C)on3)n2C2CCCCC2)cc1	-12%	-11%
O=C(O)CCSc1ccc(Cl)cc1	-3%	-3%
S=C(NCc1ccccc1)NC1CCSc2ccc(Cl)cc21 (configuration not stated)	-12%	-3%
O=C(NCc1ccccn1)c1ccc2nc(-c3ccccc3)c(-c3ccccc3)nc2c1	8%	-2%
CCc1nnc(NC(=O)CSc2nccn2Cc2ccc(C)cc2)s1	-6%	-4%
O=C(O)C(c1ccc(Cl)cc1)c1ccc(Cl)cc1	-3%	-6%
Cc1cc(C)c(NC(=O)Cn2c(=O)n(CCC(C)C)c(=O)c3cccnc32)c(C)c1	4%	8%
